# KCNQ2 block – KCNQ2 potassium channel inhibitors, primary screen, cell-based, CHO-K1, FluxOR thallium flux, B-score (AID 2156); O88943; 20 min; stronger effect = lower value; B-score at 10 µM; hit rate 1.1% among 310,000;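 active means fluorescence ratio B-score at most minus 3 library SDs, with starting brightness B-score within 2 library SDs, cut at about -5.5 in these data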
# Target sequence (O88943 whole entry, looked up): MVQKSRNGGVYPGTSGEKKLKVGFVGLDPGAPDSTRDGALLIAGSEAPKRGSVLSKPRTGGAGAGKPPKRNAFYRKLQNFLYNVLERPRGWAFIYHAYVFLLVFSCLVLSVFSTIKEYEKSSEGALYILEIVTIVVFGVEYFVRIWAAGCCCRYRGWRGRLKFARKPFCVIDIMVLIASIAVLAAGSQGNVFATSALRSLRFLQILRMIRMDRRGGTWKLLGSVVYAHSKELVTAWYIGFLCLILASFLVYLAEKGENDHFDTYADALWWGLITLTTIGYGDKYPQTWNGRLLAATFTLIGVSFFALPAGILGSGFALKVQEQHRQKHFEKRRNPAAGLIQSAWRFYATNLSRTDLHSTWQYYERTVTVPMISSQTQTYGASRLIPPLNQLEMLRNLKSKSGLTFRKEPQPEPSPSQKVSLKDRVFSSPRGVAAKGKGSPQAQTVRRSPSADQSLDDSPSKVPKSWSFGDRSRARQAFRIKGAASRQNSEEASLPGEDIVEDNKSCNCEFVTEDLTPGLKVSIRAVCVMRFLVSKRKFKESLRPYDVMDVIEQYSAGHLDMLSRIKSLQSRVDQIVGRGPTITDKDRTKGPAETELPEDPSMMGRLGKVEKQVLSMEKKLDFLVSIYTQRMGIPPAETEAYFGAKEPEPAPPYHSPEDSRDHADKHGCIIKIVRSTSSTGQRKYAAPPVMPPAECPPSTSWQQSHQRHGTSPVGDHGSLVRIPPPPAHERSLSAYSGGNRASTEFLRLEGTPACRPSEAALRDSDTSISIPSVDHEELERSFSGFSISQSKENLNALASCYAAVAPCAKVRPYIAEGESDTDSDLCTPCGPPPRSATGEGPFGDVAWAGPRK
# Kir21 block – blocks the mouse Kir2.1 inward-rectifier potassium channel | P35561 | HEK293-Kir2.1, FluxOR thallium flux fluorescence; stronger effect = lower value | B-score at 10 µM | hit rate 0.85% among 310,000 | AID 1672;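 active means fluorescence ratio B-score at or below minus 3 SD of library scores, with starting-brightness B-score within 2 SD, cut at about -4.2 in these data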;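 further: channel flux triggered by added potassium and thallium sulfate stimulus; B-score of peak minus minimum fluorescence over baseline after thallium stimulus; more negative B-score means stronger Kir2.1 block with less thallium influx; some compounds called inactive have numbers as strong as hits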
# * marks the source's active call; other numbers are inactive results; i = inactive. Not all compounds are listed. The share of hits here may be higher or lower than overall.
SMILES,KCNQ2 block,Kir21 block
O=C(O)CC1OCC=C2CN3CCC45C6=CC(=O)C(=O)C([N+](=O)[O-])=C6NC4C1C2CC35 (stereo not drawn),i,0.41
CCC(CC)NC1CCCCC1OC (stereo not drawn),i,1.93
CCN(CC)Cc1c[nH]c2ccccc12,i,-0.82
CC(=O)OC1(c2ccccc2)CCN(C)C2CCCCC21 (stereo not drawn),i,-0.36
CC/C=C/CC(=O)N[C@@H](c1ccccc1)[C@@H](O)C(=O)O[C@H]1C[C@@]2(O)[C@@H](OC(=O)c3ccccc3)C3[C@](C)(C(=O)[C@H](OC(C)=O)C(=C1C)C2(C)C)[C@@H](O)C[C@H]1OC[C@@]31OC(C)=O (stereo partly drawn),-5.62*,0.73
CCN1CCN(Cc2ccccc2C)CC1,i,1.28
Cc1cccc(-n2c(O)c(C=NCc3cccnc3)c(=O)[nH]c2=O)c1C,i,-0.56
COc1ccc(CCN(C)Cc2ccc(F)cc2F)cc1OC,i,-2.62
CNC(=S)N(C)CCc1cc2c(c(OC)c1C=C1C(=O)NC(=O)NC1=O)OCO2,i,-0.5
Cc1ccsc1C(=O)C1CCCN(Cc2ccc(O)cc2)C1 (stereo not drawn),i,-2.28

# As entered above.
# O=C(O)CC1OCC=C2CN3CCC45C6=CC(=O)C(=O)C([N+](=O)[O-])=C6NC4C1C2CC35 (stereo not drawn) – Kir21 block: 0.41
# CCN(CC)Cc1c[nH]c2ccccc12 – Kir21 block: -0.82
# CCC(CC)NC1CCCCC1OC (stereo not drawn) – Kir21 block: 1.93
# CC(=O)OC1(c2ccccc2)CCN(C)C2CCCCC21 (stereo not drawn) – Kir21 block: -0.36
# COc1ccc(CCN(C)Cc2ccc(F)cc2F)cc1OC – Kir21 block: -2.62
# Cc1ccsc1C(=O)C1CCCN(Cc2ccc(O)cc2)C1 (stereo not drawn) – Kir21 block: -2.28
# Cc1cccc(-n2c(O)c(C=NCc3cccnc3)c(=O)[nH]c2=O)c1C – Kir21 block: -0.56

# Reformatted with values under each structure: 5 of the compounds above.
# Results follow in this order: KCNQ2 block	Kir21 block
- CCN1CCN(Cc2ccccc2C)CC1
→ i	1.28
- Cc1cccc(-n2c(O)c(C=NCc3cccnc3)c(=O)[nH]c2=O)c1C
→ i	-0.56
- COc1ccc(CCN(C)Cc2ccc(F)cc2F)cc1OC
→ i	-2.62
- CNC(=S)N(C)CCc1cc2c(c(OC)c1C=C1C(=O)NC(=O)NC1=O)OCO2
→ i	-0.5
- Cc1ccsc1C(=O)C1CCCN(Cc2ccc(O)cc2)C1 (stereo not drawn)
→ i	-2.28

# Continuation:
SMILES,KCNQ2 block,Kir21 block
Cc1ccc(-c2cc(C(=O)N3CCC4(CC3)OCCO4)no2)cc1,i,1.49
Nc1c2c(nc3sc4c(c13)CCCCC4)CCCC2,i,-0.8
CCC1C(c2ccccc2)NC(c2ccccc2)CC1(O)c1ccc(F)cc1 (stereo not drawn),i,-4.53*
CC(C(=O)Nc1ccc(Br)cc1C(=O)c1ccccc1)N1CCCCC1 (stereo not drawn),i,-1.74
CC1=C2[C@@H]3OC(=O)[C@H](C)C3CC[C@@]2(C)C=CC1=O (stereo partly drawn),i,0.51
CCOc1ccc(-c2cc(C)[n+](CCN(CC)CC)c(-c3ccc(OCC)cc3)c2)cc1,i,-4.58*
Cc1nn(Cc2ccc(Cl)cc2Cl)c(Cl)c1C(=O)Nc1ccc(OC(F)F)cc1,i,0.17
COc1cc(C)c(-c2nc(CN3C[C@@H]4C[C@@H](C3)c3cccc(=O)n3C4)c(C)o2)cc1C,-5.77*,1.59
Oc1ccccc1-[n+]1c(-c2ccccc2)cc(-c2ccccc2)c(O)c1-c1ccccc1,i,-0.82
Nc1cc(N2CCNCC2)c([N+](=O)[O-])cc1Cl,i,0.95
Cc1oc(-c2cccs2)nc1CSCC(=O)N1CCC2(CC1)OCCO2,i,0.04
CN1C(=O)C(=Cc2ccccc2OCc2ccc(Cl)cc2)C(=O)N(C)C1=O,i,-0.07
CC[C@H]1CC2CN3CCc4c([nH]c5cc(OC)ccc45)[C@](C(=O)OC)(C2)[C@H]13,i,-1.56
CC(C)CCOC(=O)c1c(N)n(CC2CCCO2)c2nc3ccccc3nc12 (stereo not drawn),i,0.68
O=C(O)[C@H]1NC[C@H]2C[C@H]21,i,-0.64
CCN(CC)C(=O)c1ccc(NC(=O)Nc2ccccc2F)cc1,i,-1.69
Cn1c(O)c(/C=N/N2CCCCC2)c(=O)[nH]c1=O,i,-0.01
O=C(CN1CCCCC1)c1ccccc1F,i,0.62
CCCN(CC#CCO)CCC,i,0.96

# Gathered by group, those above containing an NH in an aromatic ring
SMILES,KCNQ2 block,Kir21 block
CCN(CC)Cc1c[nH]c2ccccc12,i,-0.82
Cc1cccc(-n2c(O)c(C=NCc3cccnc3)c(=O)[nH]c2=O)c1C,i,-0.56
CC[C@H]1CC2CN3CCc4c([nH]c5cc(OC)ccc45)[C@](C(=O)OC)(C2)[C@H]13,i,-1.56
Cn1c(O)c(/C=N/N2CCCCC2)c(=O)[nH]c1=O,i,-0.01

# Compound activity from PubChem BioAssay.
